Rad51 HR inh – human RAD51 strand exchange inhibitors, primary screen, biochemical, fluorescence; inhibition, % at 10 µM; AID 1385, 2008; 200,000 compounds, 0.085% hits; hRad51 DNA strand exchange, fluorescence dequenching;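 active means inhibition above 40% at the single screening dose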;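 further: 0% = DMSO control wells and 100% = blanks with heterologous ssDNA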
Target sequence (Q06609 whole entry, looked up): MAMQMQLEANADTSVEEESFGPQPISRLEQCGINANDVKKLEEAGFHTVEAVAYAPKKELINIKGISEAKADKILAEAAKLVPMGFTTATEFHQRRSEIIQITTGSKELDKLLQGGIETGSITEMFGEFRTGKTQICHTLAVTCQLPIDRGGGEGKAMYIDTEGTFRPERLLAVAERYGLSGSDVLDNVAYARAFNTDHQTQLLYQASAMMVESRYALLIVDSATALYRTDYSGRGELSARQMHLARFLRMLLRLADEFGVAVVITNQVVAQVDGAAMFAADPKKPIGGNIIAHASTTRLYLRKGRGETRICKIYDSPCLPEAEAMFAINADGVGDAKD
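material = hRad51 filaments on single-stranded DNA | timing = filaments 15 min 37 °C, then compound 30 min | signal = FRET fluorescence dequenching, excitation 485 nm, emission 520 nm | benchmarks = control wells and blank wells on each plate | evaluation = percent inhibition relative to plate controls and blanks | compound = 10 µM final, single point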
p47phox inh – p47phox/p22phox peptide binding inhibitors, primary screen, biochemical, uHTS, NADPH oxidase regulatory subunit; Neutrophil cytosol factor 1 (Homo sapiens), P14598; fluorescence polarization, 2 h; inhibition, % at 24.7 µM; 220,000 compounds, 0.53% hits; AID 1274, 2008;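 further: 0% = p47phox with labelled peptide and 100% = labelled peptide alone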
Target sequence (P14598 whole entry, looked up): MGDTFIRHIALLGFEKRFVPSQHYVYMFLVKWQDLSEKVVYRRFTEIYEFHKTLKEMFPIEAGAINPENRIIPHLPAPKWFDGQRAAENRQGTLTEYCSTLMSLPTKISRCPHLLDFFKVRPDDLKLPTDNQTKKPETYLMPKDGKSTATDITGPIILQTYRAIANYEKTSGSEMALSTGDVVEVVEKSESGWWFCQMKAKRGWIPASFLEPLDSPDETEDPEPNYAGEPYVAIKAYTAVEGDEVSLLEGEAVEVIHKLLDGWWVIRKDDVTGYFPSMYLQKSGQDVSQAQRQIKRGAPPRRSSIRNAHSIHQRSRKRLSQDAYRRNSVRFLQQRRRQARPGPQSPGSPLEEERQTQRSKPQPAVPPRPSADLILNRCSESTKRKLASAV
KCC2 mod – KCC2 cotransporter modulators, thallium flux, primary screen, cell-based, HEK293 KCC2, FluoZin-2 fluorescence, MLSMR; Solute carrier family 12 member 5 (Homo sapiens), Q9H2X9; KCC2 cells, thallium flux FluoZin-2 fluorescence; B-score of Tl+ flux slope (higher = more flux/activation; lower = inhibition) at 10 µM; 190,000 compounds, 2.2% hits; AID 1456, 2008;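 active means thallium flux slope and its plate-corrected score both differing from the plate sample mean at a set confidence after two filtering rounds, in either direction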;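 further: slope of fluorescence scaled to starting intensity during 10 to 20 s after thallium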
hK5 inh – human KLK5 protease inhibitors, primary screen, biochemical, 1536-well; Kallikrein-5 (Homo sapiens), Q9Y337; recombinant hK5, fluorogenic AMC substrate cleavage; 210,000 compounds, 0.59% hits; inhibition, % at 5 µM;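 active means inhibition of 40% or more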;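 further: 0% = enzyme controls without compound and 100% = no-enzyme blanks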
Furin inh – human furin inhibitors, primary screen, biochemical, fluorescence intensity; inhibition, % at 30 µM; 220,000 compounds, 0.061% hits; AID 463115, 2010; P09958; purified furin, fluorogenic substrate cleavage; in the data active means inhibition above about 25%; further: inactives centre near -15
EBV gp42 inh – Epstein-Barr virus gp42 inhibitors, primary screen, biochemical, uHTS, fluorescence polarization; Glycoprotein 42 (Epstein-Barr virus (strain AG876)), Q1HVG2; Fluorescence polarization binding assay, mP read-out; inhibition, % (tested at 21.74 µM); 220,000 compounds, 0.42% hits; AID 1085, 2008; in the data active means inhibition above about 50%
eIF4E-4G inh – eIF4E–eIF4G protein interaction inhibitors, primary screen, biochemical, uHTS, TR-FRET, eIF4GI fragment | Eukaryotic translation initiation factor 4E (Mus musculus) + Eukaryotic translation … | TR-FRET eIF4E-eIF4GI(517-606) binding, 2 h | inhibition, % at 21.7 µM | 220,000 compounds, 0.37% hits | AID 782, 2007;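 further: 0% = full FRET control wells and 100% = background wells lacking eIF4GI fragment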
Thrombin inh – human alpha-thrombin inhibitors, primary screen, counter-screen for coagulation protease inhibitor project, biochemical, 1536-well, fluorogenic AMC substrate; Boc-VPR-AMC fluorogenic substrate cleavage; inhibition, % at 5 µM; AID 1046, 2008; 220,000 compounds, 0.26% hits; Prothrombin (Homo sapiens), P00734;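 active means inhibition at or above 40%; inactive means inhibition below 40%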;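 further: 0% = enzyme with no compound and 100% = wells without enzyme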
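System: Human alpha-thrombin protein | Medium: pH 7.5 Tris (50 mM) with NaCl 150 mM, Tween 20 0.05% | Times: Enzyme reaction carried out at room temperature | Detection: AMC fluorescence, 355/460 nm | Evaluation: Percent inhibition scaled between no-compound controls and no-enzyme blanks | Benchmarks: Enzyme without compound as high, wells lacking enzyme as low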
14-3-3 Bad PPI – inhibitors of 14-3-3 zeta/Bad binding, primary screen, biochemical, TR-FRET, bovine 14-3-3 zeta. TR-FRET 14-3-3zeta/Dy647-pBad peptide displacement, 1 h. AID 781, 2007. inhibition, % at 21.7 µM. 14-3-3 protein zeta/delta (Bos taurus), P63103. 220,000 compounds, 0.71% hits;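 active means inhibition above about 70%, limit read from the data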;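 further: 0% = full 14-3-3 plus peptide FRET controls and 100% = background without 14-3-3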
Target sequence (P63103 whole entry, looked up): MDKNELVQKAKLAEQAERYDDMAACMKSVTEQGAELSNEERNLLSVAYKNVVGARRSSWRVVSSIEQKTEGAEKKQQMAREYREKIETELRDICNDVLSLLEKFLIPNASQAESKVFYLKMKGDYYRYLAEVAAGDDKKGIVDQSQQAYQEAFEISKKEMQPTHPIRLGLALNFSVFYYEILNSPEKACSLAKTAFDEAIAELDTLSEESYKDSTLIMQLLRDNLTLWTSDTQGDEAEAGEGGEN
An asterisk follows results filed as active; [ ] = remark or other dose.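 How the source made its calls, unless noted: active means inhibition above about 30% (limit read from the data); inactive means the rest.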

For CN1CCCC(OC(=O)c2cccc(Cl)c2)C1 (centres undefined) the results were Rad51 HR inh -5, p47phox inh 1, hK5 inh 6, Furin inh -4, EBV gp42 inh -12, eIF4E-4G inh 0, Thrombin inh 4 and 14-3-3 Bad PPI -16.
NC(=O)CSc1nnnn1CC(CC(=O)O)c1ccccc1 (centres undefined) was read as Rad51 HR inh 1, p47phox inh -6, KCC2 mod -0.63, hK5 inh 3, Furin inh -16[20 µM], EBV gp42 inh -20, eIF4E-4G inh -5[fluorescence artefact?], Thrombin inh 0 and 14-3-3 Bad PPI 6.
O=C(NCc1cccnc1)c1ccc(COc2ccccc2Br)o1 was read as Rad51 HR inh 11, p47phox inh -6, KCC2 mod -4.7*, hK5 inh -2, Furin inh -7[20 µM], EBV gp42 inh -7, eIF4E-4G inh 0, Thrombin inh 1 and 14-3-3 Bad PPI -11.
`COc1cccc(/C=C2\SC(=S)N(c3cccnc3)C2=O)c1OC` gave Rad51 HR inh 0, p47phox inh 15, KCC2 mod -0.76, hK5 inh -5, Furin inh -22, EBV gp42 inh -6, eIF4E-4G inh 7, Thrombin inh 15 and 14-3-3 Bad PPI 26.
`CC(=O)c1cn(N(C)c2ncc(C(F)(F)F)cc2Cl)c(=O)[nH]c1=O` gave Rad51 HR inh 9, p47phox inh 3, KCC2 mod 0.54, hK5 inh -1, Furin inh -29, EBV gp42 inh -2, eIF4E-4G inh 2, Thrombin inh 2 and 14-3-3 Bad PPI -11.
`CN(C)S(=O)(=O)c1cccc(NC(=O)NCCCl)c1` gave Rad51 HR inh 11, p47phox inh -18, KCC2 mod 0.25, hK5 inh -3, Furin inh -15, EBV gp42 inh -12, eIF4E-4G inh 4, Thrombin inh -2 and 14-3-3 Bad PPI 10.
For COc1ccccc1CN(Cc1nc2ccccc2c(=O)[nH]1)S(=O)(=O)c1ccc2ccccc2c1 the results were Rad51 HR inh 1, p47phox inh -17, KCC2 mod 0.066, hK5 inh -14, Furin inh -2[20 µM], EBV gp42 inh -10, eIF4E-4G inh -1[fluorescence artefact?], Thrombin inh 0 and 14-3-3 Bad PPI 2.
OCCSc1c(F)c(SCCO)c(SCCO)c(F)c1SCCO was read as Rad51 HR inh 1, p47phox inh -7, KCC2 mod 1.1, hK5 inh 14, Furin inh -18[20 µM], EBV gp42 inh -4, eIF4E-4G inh -2, Thrombin inh 0 and 14-3-3 Bad PPI -4.
For O=C(c1ccc2snnc2c1)N1CCCCC1 the results were Rad51 HR inh 4, p47phox inh -8, KCC2 mod -0.31, hK5 inh 0, Furin inh -4[20 µM], EBV gp42 inh -11, eIF4E-4G inh 0[fluorescence artefact?], Thrombin inh 5 and 14-3-3 Bad PPI 5.
For CCCCN(CC)C(=O)CSc1nc2ccccc2c(=O)n1CC1COc2ccccc2O1 (centres undefined) the results were Rad51 HR inh 2, p47phox inh -28, KCC2 mod 0.12, hK5 inh 2, Furin inh -11[20 µM], EBV gp42 inh -27, eIF4E-4G inh -3, Thrombin inh 1 and 14-3-3 Bad PPI 4[fluorescence artefact?].
Screening COC(=O)c1ccc(CN2CCN(C(C)C)C(CCO)C2)cc1 (centres undefined) returned Rad51 HR inh -45, p47phox inh -13, KCC2 mod -0.035, hK5 inh 2, Furin inh -17, EBV gp42 inh -5, eIF4E-4G inh 2, Thrombin inh 0 and 14-3-3 Bad PPI -11.
COc1ccc(C(=O)C[n+]2ccc3ccccc3c2C)cc1 was read as Rad51 HR inh 8, p47phox inh -4, KCC2 mod -0.18, hK5 inh -2, Furin inh -13, EBV gp42 inh -10, eIF4E-4G inh -1, Thrombin inh 1 and 14-3-3 Bad PPI 8.
Screening c1ccc(Cn2c3ccccc3c3nnc(SCCN4CCCCC4)nc32)cc1 returned Rad51 HR inh 4, p47phox inh 1, KCC2 mod 0.62, hK5 inh -10, Furin inh 0, EBV gp42 inh -4, eIF4E-4G inh 1, Thrombin inh -9 and 14-3-3 Bad PPI -3.
For Cc1ccc(/C(N)=N/OC(=O)c2ccc(Cl)cc2Cl)cc1 the results were Rad51 HR inh 4, p47phox inh 0, KCC2 mod 0.32, hK5 inh -8, Furin inh -14, EBV gp42 inh -8, eIF4E-4G inh 13, Thrombin inh -4 and 14-3-3 Bad PPI 6.
Screening Cc1nc(-c2ccc(NC(=O)c3ccccc3Br)cc2)cs1 returned Rad51 HR inh 8, p47phox inh -2, KCC2 mod -2.1, hK5 inh -19, Furin inh -2, EBV gp42 inh -4, eIF4E-4G inh -4, Thrombin inh -8 and 14-3-3 Bad PPI -4.
For CC1CC(C)CN(CCCNC(=O)C2CCCN(c3nnc(N4CCCC4=O)s3)C2)C1 (centres undefined) the results were Rad51 HR inh 0, p47phox inh -14, KCC2 mod 0.38, hK5 inh 5, Furin inh -21, EBV gp42 inh -9, eIF4E-4G inh 0[fluorescence artefact?], Thrombin inh 4 and 14-3-3 Bad PPI -3[fluorescence artefact?].
`COc1ccccc1C(O)(C(=O)NNc1ccccc1C)c1ccccc1OC` gave Rad51 HR inh 4, p47phox inh -15, KCC2 mod -0.99, hK5 inh -25, Furin inh -9, EBV gp42 inh -11, eIF4E-4G inh 1, Thrombin inh -8 and 14-3-3 Bad PPI -18[fluorescence artefact?].
O=C(O)C1C(c2ccccc2)C(C(=O)N2CCOCC2)C1c1ccccc1 (centres undefined) was read as Rad51 HR inh -7, p47phox inh -5, KCC2 mod -0.42, hK5 inh 7, Furin inh -29, EBV gp42 inh -15, eIF4E-4G inh 1, Thrombin inh 5 and 14-3-3 Bad PPI 4.
COC(=O)c1ccccc1NC(=O)CSc1nnc(-c2ccc(OC)cc2)n1C was read as Rad51 HR inh -2, p47phox inh -5, KCC2 mod 0.49, hK5 inh -12, Furin inh -15[20 µM], EBV gp42 inh -12, eIF4E-4G inh -1, Thrombin inh -1 and 14-3-3 Bad PPI 0[fluorescence artefact?].
Cc1cc2c3c(c1)C(C)CC(C)(C)N3C(=O)C2=O (centres undefined) was read as Rad51 HR inh -7, p47phox inh 2, KCC2 mod -1.8, hK5 inh 4, Furin inh 2, EBV gp42 inh -9, eIF4E-4G inh 1, Thrombin inh -1 and 14-3-3 Bad PPI 8.

4 consecutive records from above, quoted:
Screening COC(=O)c1ccc(CN2CCN(C(C)C)C(CCO)C2)cc1 (centres undefined) returned Rad51 HR inh -45, p47phox inh -13, KCC2 mod -0.035, hK5 inh 2, Furin inh -17, EBV gp42 inh -5, eIF4E-4G inh 2, Thrombin inh 0 and 14-3-3 Bad PPI -11.
COc1ccc(C(=O)C[n+]2ccc3ccccc3c2C)cc1 was read as Rad51 HR inh 8, p47phox inh -4, KCC2 mod -0.18, hK5 inh -2, Furin inh -13, EBV gp42 inh -10, eIF4E-4G inh -1, Thrombin inh 1 and 14-3-3 Bad PPI 8.
Screening c1ccc(Cn2c3ccccc3c3nnc(SCCN4CCCCC4)nc32)cc1 returned Rad51 HR inh 4, p47phox inh 1, KCC2 mod 0.62, hK5 inh -10, Furin inh 0, EBV gp42 inh -4, eIF4E-4G inh 1, Thrombin inh -9 and 14-3-3 Bad PPI -3.
For Cc1ccc(/C(N)=N/OC(=O)c2ccc(Cl)cc2Cl)cc1 the results were Rad51 HR inh 4, p47phox inh 0, KCC2 mod 0.32, hK5 inh -8, Furin inh -14, EBV gp42 inh -8, eIF4E-4G inh 13, Thrombin inh -4 and 14-3-3 Bad PPI 6.

Continued:
Screening N#CCCn1cc(C=O)c(-c2cccs2)n1 returned p47phox inh -7, KCC2 mod 0.11, Furin inh -17, EBV gp42 inh -10, eIF4E-4G inh 0, Thrombin inh -1 and 14-3-3 Bad PPI -9.
O=C(CN1CCN(c2ccc([N+](=O)[O-])cc2Cl)CC1)N1CCOCC1 was read as p47phox inh -6, KCC2 mod 0.073, hK5 inh 2, Furin inh -16, EBV gp42 inh -11, eIF4E-4G inh -1, Thrombin inh 1 and 14-3-3 Bad PPI 0.
Cc1nn(-c2ccccc2)c(Cl)c1/C=N/NC(=O)c1ccc(NS(=O)(=O)c2cccs2)cc1 was read as Rad51 HR inh -5, p47phox inh -40, KCC2 mod -1.4, hK5 inh -16, Furin inh -33, EBV gp42 inh -1, eIF4E-4G inh -8, Thrombin inh 3 and 14-3-3 Bad PPI -8.
Screening O=C1CSC(c2ccc(Cl)cc2Cl)N1c1ccccn1 (centres undefined) returned Rad51 HR inh 1, p47phox inh -1, KCC2 mod 0.16, hK5 inh -16, Furin inh -15, EBV gp42 inh -3, eIF4E-4G inh 13, Thrombin inh -10 and 14-3-3 Bad PPI -3.
Screening CN1CCN(c2nc3c(c(=O)n(C)c(=O)n3C)n2Cc2cccc3ccccc23)CC1 returned Rad51 HR inh -3, p47phox inh 13, KCC2 mod 0.055, hK5 inh -7, Furin inh -22[20 µM], EBV gp42 inh -20, eIF4E-4G inh -2[fluorescence artefact?], Thrombin inh -4 and 14-3-3 Bad PPI -7[fluorescence artefact?].
For Cc1cccc(NC(=O)CN2C(=S)NC(C)(C)CC2C)c1 (centres undefined) the results were Rad51 HR inh -1, p47phox inh 2, KCC2 mod 1.5, hK5 inh -20, Furin inh -13, EBV gp42 inh -17, eIF4E-4G inh -6, Thrombin inh -3 and 14-3-3 Bad PPI -2.
For COc1ccc(/C=N/NC(=O)c2ccncc2)cc1CN1CCOCC1 the results were Rad51 HR inh 11, p47phox inh -5, KCC2 mod 0.45, hK5 inh 6, Furin inh -22, EBV gp42 inh 2, eIF4E-4G inh -8, Thrombin inh 1 and 14-3-3 Bad PPI 1.
Screening Cc1cc(C)n(CC(O)Cn2c3ccc(Br)cc3c3cc(Br)ccc32)c(=O)n1 (centres undefined) returned Rad51 HR inh 2, p47phox inh -31, KCC2 mod -0.04, hK5 inh -12, Furin inh -4[20 µM], EBV gp42 inh -19, eIF4E-4G inh -6, Thrombin inh 0 and 14-3-3 Bad PPI 3.
O=C(c1ccc(Cl)c(Cl)c1)c1cc(-c2ccccn2)c(N2CCOCC2)s1 was read as Rad51 HR inh 2, p47phox inh -20, KCC2 mod -1.3, hK5 inh 17, Furin inh -18[20 µM], EBV gp42 inh -27, eIF4E-4G inh -40[fluorescence artefact?], Thrombin inh -1 and 14-3-3 Bad PPI -31[fluorescence artefact?].
For Cc1cc(NCCN2CCOCC2)n2ncc(-c3ccccc3)c2n1 the results were Rad51 HR inh 12, p47phox inh -7, hK5 inh -17, Furin inh -5, EBV gp42 inh -23, eIF4E-4G inh 4, Thrombin inh 0 and 14-3-3 Bad PPI 13.

Assay outcomes (PubChem BioAssay)
